hcDAF12 agonist: H. contortus DAF-12 nuclear receptor activators, primary screen, cell-based, luminescence, HEK293, lit1-tk-luc reporter; HEK293 hcDAF-12 lit1-tk-luc reporter; 0% DMSO, 100% Δ7-dafachronic acid; activation, % at 6.8 µM; hit rate 1.4% among 370,000;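 active = activation above the mean of all tested compounds plus 3 SD, cut at about 5.5% in these data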;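 note: 100% = response to 3 µM Δ7-dafachronic acid high control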
ADAM17 inh: ADAM17 inhibitors, primary screen, biochemical, QFRET; recombinant ADAM17, EDANS/DABCYL FRET peptide cleavage; inhibition, % at 6.95 µM; hit rate 0.83% among 370,000; AID 720648, 2013;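 active = inhibition above the mean of compounds lying between control limits plus 3 SD, set per campaign, cut at about 8.5% in these data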;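 note: 0% = DMSO-only wells as the low control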
PLCg1 inh: PLC-gamma1 enzyme inhibitors, primary screen, biochemical, fluorescence, purified enzyme; 1-phosphatidylinositol 4,5-bisphosphate phosphodiesterase gamma-1 (Homo sapiens), P19174; fluorogenic substrate; inhibition, % at 12.2 µM; hit rate 0.84% among 370,000; AID 720700, 2013; in the data active = inhibition above about 9.5%
DAX1 inh-1: DAX1 (NR0B1) inhibitors on StAR promoter, primary screen, cell-based, luminescence, SF-1 (NR5A1), full-length DAX-1; HEK293T StAR-luciferase reporter, SF-1/DAX-1 repression relief; inhibition, % at 6.8 µM; hit rate 1.1% among 370,000; AID 652010, 2013;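 active = inhibition above the mean over all tested compounds plus 3 SD, cut at about 3.6% in these data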;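 note: 0% = DAX-1 cells with DMSO and 100% = cells lacking DAX-1 with DMSO; higher inhibition means more luminescence from relief of DAX-1 repression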
GAA850 FXN act: FXN promoter activators, primary screen, cell-based, luciferase luminescence, HEK293 lucGAA850 | HEK293 lucGAA850 FXN promoter luciferase reporter, 24 h; percent of 10 µM SAHA response | activation, % at 6 µM | hit rate 0.56% among 360,000;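 active = activation above the average of all compounds screened plus 3 SD, cutoff fixed separately per campaign, cut at about 7.5% in these data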;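 note: 0% = DMSO wells and 100% = 10 µM SAHA wells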
ssDAF12 agonist: S. stercoralis DAF-12 nuclear receptor activators, primary screen, cell-based, luminescence, HEK293, GRIP1 co-expression, lit1-tk-luc; Nuclear hormone receptor DAF-12 (Strongyloides stercoralis); HEK293 ssDAF-12/GRIP1 lit1-tk-luc reporter; % of 3 µM dafachronic acid response; activation, % at 6.8 µM; hit rate 1% among 370,000; AID 652126, 2013;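 active = activation above the mean over all tested compounds plus 3 SD, cut at about 0.9% in these data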;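 note: 0% = DMSO-only wells and 100% = 3 µM delta7-dafachronic acid wells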
PLC-beta3 inh: human PLC-beta3 inhibitors, primary screen, biochemical, fluorescence | 1-phosphatidylinositol 4,5-bisphosphate phosphodiesterase beta-3 (Homo sapiens), Q01970 | Purified PLC-beta3, fluorogenic substrate | inhibition, % at 12.2 µM | hit rate 0.18% among 370,000 | AID 720704, 2013; in the data active = inhibition above about 11%;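 note: 0% = median of compound wells on plate and 100% = full blocker control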
hgDAF-12 ag: H. glycines DAF-12 receptor agonists, primary screen, cell-based, luminescence, HEK293, GAL4 fusion, UAS-luciferase | Nuclear hormone receptor DAF-12 (Heterodera glycines), GAL4 fusion | HEK293 GAL4-hgDAF12 UAS-luciferase reporter, agonist luminescence; normalized to butyrate control | activation, % at 6.8 µM | hit rate 1.8% among 370,000 | AID 687014, 2013;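 active = activation above a cutoff set at the mean of all screened compounds plus 3 SD, cut at about 10% in these data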;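 note: 0% = DMSO wells and 100% = sodium butyrate wells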
DAX1 inh-2: DAX1 (NR0B1) inhibitors, primary screen, cell-based, HEK293, Gal4-DAX1, luciferase luminescence. AID 504766, 2011. hit rate 0.99% among 340,000. Nuclear receptor subfamily 0 group B member 1 (Homo sapiens), P51843. HEK293 Gal4-DAX1 luciferase reporter. inhibition, % at 6.75 µM;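 active = inhibition above the mean over all tested compounds plus 3 SD, cut at about 4.2% in these data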;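 note: 0% = DAX1-transfected cells with DMSO and 100% = empty-vector control cells with DMSO; inhibition shows as a rise in luminescence from relieved DAX1 repression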
ADAM10 inh: human ADAM10 inhibitors, primary screen, biochemical, QFRET, HTS; Disintegrin and metalloproteinase domain-containing protein 10 (Homo sapiens), O14672; recombinant ADAM10, EDANS/DABCYL FRET peptide cleavage, 3 h; inhibition, % at 7 µM; hit rate 0.62% among 370,000;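 active = inhibition above a per-campaign cutoff equal to the mean of compounds falling between control-based bounds plus 3 SD, cut at about 20% in these data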;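 note: 0% = DMSO wells while the 100% control is not disclosed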
Target sequence (O14672 214-748 limits assumed): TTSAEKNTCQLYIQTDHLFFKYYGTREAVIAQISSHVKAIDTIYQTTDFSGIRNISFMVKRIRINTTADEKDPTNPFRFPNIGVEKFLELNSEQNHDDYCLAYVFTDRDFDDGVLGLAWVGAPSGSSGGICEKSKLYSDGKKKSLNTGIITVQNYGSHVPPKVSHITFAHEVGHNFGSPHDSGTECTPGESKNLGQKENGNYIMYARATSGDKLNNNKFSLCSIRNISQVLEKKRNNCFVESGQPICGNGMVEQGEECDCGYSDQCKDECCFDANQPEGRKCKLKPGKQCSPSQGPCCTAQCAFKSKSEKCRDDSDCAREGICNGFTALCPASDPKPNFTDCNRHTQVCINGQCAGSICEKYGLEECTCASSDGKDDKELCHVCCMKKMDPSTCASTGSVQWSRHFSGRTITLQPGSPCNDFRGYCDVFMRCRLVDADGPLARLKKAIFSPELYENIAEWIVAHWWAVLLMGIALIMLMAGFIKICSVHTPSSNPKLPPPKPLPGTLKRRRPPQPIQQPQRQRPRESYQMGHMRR
HGIII-sPLA2 inh: human group III sPLA2 inhibitors, primary screen, biochemical, QFRET, BODIPY PC-A2 liposome substrate. QFRET BODIPY PC-A2 liposome hydrolysis, fluorescence. hit rate 0.56% among 370,000. AID 743126, 2013. inhibition, % at 12.2 µM. Group 3 secretory phospholipase A2 (Homo sapiens), Q9NZ20;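 active = inhibition above mean plus 3 SD of compounds lying within the high and low control bounds, cut at about 19% in these data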;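 note: 0% = median of test compound wells and 100% = no enzyme DMSO wells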
Target sequence (Q9NZ20 whole entry, looked up): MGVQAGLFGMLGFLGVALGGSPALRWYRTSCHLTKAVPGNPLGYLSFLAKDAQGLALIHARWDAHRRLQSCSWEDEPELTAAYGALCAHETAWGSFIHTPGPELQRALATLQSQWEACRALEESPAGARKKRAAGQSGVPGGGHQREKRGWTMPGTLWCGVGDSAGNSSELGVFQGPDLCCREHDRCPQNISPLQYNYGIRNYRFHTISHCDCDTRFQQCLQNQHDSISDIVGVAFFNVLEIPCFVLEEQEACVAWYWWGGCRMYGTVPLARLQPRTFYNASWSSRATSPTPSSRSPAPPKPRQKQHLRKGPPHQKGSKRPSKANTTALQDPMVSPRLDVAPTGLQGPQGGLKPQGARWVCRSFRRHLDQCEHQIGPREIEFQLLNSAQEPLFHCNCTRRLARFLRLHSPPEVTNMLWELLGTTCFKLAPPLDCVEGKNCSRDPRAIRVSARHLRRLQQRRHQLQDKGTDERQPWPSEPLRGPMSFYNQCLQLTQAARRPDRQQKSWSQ
The depositor's hits bear a star; nt = no result given.

SMILES	hcDAF12 agonist	ADAM17 inh	PLCg1 inh	DAX1 inh-1	GAA850 FXN act	ssDAF12 agonist	PLC-beta3 inh	hgDAF-12 ag	DAX1 inh-2	ADAM10 inh	HGIII-sPLA2 inh
CN(Cc1ccccc1)S(=O)(=O)c1nnc(NC(=O)c2ccccc2F)s1	-1.7	3	-37	1.6	1.2	-1.0	-51	-1.0	-1.8	1	-18
CC1CCCCC1NC(=O)c1ccc(S(=O)(=O)N2CCN(C)CC2)cc1 (stereo unspecified)	-0.3	-3	0	0.2	0.8	-1.2	-3	-1.3	-2.1	6	-4
Cn1c(SCC(=O)Nc2ccccc2F)nnc1-c1cccs1	-1.5	-4	-3	-0.3	-1.0	-0.6	-10	0.1	2.7	-3	2
O=C(NCc1ccc(F)cc1)C1CC(=O)N(C2CCCC2)C1 (stereo unspecified)	0.9	0	4	-1.0	1.2	-1.2	-3	0.6	0.9	-16	4
CC(OC(=O)C1=COCCO1)C(=O)NC1CCCCC1 (stereo unspecified)	-0.1	-4	-1	0.4	1.1	-1.3	2	0.8	0.9	-7	1
CCN1CCN(c2cc(C)c3cc(NC(=S)N4CCCCC4)ccc3n2)CC1	0.6	-157	-182	1.2	3.8	-1.0	-287	8.3	2.1	-445	-7
CC(=O)c1cccc(NC(=O)CCNC(=O)c2ccccc2Cl)c1	0.3	0	0	-0.1	0.8	-1.4	0	0.6	2.5	-2	-2
Cc1ccc(S(=O)(=O)NC(CC(=O)NCC2CCCO2)c2ccccc2)cc1 (stereo unspecified)	1.9	-1	0	0.1	2.5	-1.9	-4	-1.4	3.2	1	-3
COc1ccc(S(=O)(=O)NCc2ccc(C(=O)NCCCN3CC(C)CC(C)C3)cc2)cc1 (stereo unspecified)	-1.4	-2	2	0.7	0.3	-1.2	-3	2.0	1.1	-2	-11
Cc1ccc(S(=O)(=O)Nc2ccc3[nH]ccc3c2)cc1	0.3	2	2	-0.3	1.5	-1.3	3	-2.2	0.4	18	-30
CCN1C(=O)/C(=C\C(=O)c2cccs2)c2cc(Br)ccc21	1.4	-1	2	0.2	1.2	-1.6	5	-4.6	-0.1	4	6
COC(=O)Nc1nnc(Cc2ccc(Cl)cc2)s1	-0.3	-1	-1	-0.6	3.9	-1.1	2	-0.3	0.2	2	-7
Cc1ccc(-n2c(SCC(=O)Nc3ccc4c5c(cccc35)CC4)nc(O)cc2=O)cc1	1.3	1	-1	-0.8	-0.7	0.6	0	-0.3	0.1	-1	-3
COc1cccc(NC(=O)CN(C)C(=O)CSCc2nc3scc(-c4cccs4)c3c(=O)[nH]2)c1	-1.4	-2	-8	-0.2	-0.6	-0.9	-20	-0.7	-0.5	-9	-7
O=C(O)CC(NC(=O)Nc1ccccc1)c1ccc(OC2CCCC2)cc1 (stereo unspecified)	-0.9	1	-1	-0.3	3.0	-1.8	0	0.3	1.3	6	-5
Cc1cc(N2CCN(c3ccccc3)CC2)nc(N)n1	-1.3	1	0	-0.6	-1.2	-1.6	3	-2.0	1.8	4	5
COc1cccc(CNS(=O)(=O)c2cn(C)cn2)c1	-2.2	-1	3	-0.7	-2.0	-1.8	1	1.4	0.1	3	0
O=C(CCc1nc(-c2ccc(F)cc2)no1)NCc1ccccc1CN1CCOCC1	0.0	-6	4	-0.5	2.2	-1.2	-2	-2.3	0.3	-18	8
Cc1ccc(C2(O)CN(c3ccccc3C)C3=[N+]2CCS3)cc1 (stereo unspecified)	-2.8	1	-3	-0.1	1.2	-1.0	-1	-0.7	-0.7	-1	4
COc1cc(S(=O)(=O)N2CCCCC2)ccc1NC(=O)c1ccccc1Cl	-1.5	-1	4	-0.1	2.8	-1.4	2	-1.7	0.6	0	-7
CCOc1ccc(NC(=O)CSc2nc3ccccc3nc2N2CCOCC2)cc1	0.1	0	3	0.8	-0.2	-1.3	-4	-0.6	-1.3	-17	16
COc1ccccc1NC(=O)C[n+]1ccccc1	-1.6	-5	0	0.0	0.3	-0.8	-2	-0.4	0.3	-2	6
CCOc1cc(N2CCOCC2)c(OCC)cc1NC(=O)Cc1cccc2ccccc12	0.7	-2	1	-0.2	1.0	-1.0	0	-1.1	0.2	-2	6
O=C(COC(=O)c1ccc(S(=O)(=O)NCc2ccco2)cc1)NC1CCCCC1	-1.6	-1	0	-0.3	4.2	-0.9	1	1.4	1.0	1	-8
COc1ccc(-c2cc(C3CCN(Cc4ccc([N+](=O)[O-])cc4)CC3)[nH]n2)cc1	1.2	0	-2	-0.2	1.9	-0.4	-4	0.4	nt	5	-7

Limited to HGIII-sPLA2 inh, hgDAF-12 ag and PLC-beta3 inh (2 entries from above):
Structure | HGIII-sPLA2 inh | hgDAF-12 ag | PLC-beta3 inh
O=C(COC(=O)c1ccc(S(=O)(=O)NCc2ccco2)cc1)NC1CCCCC1 | -8 | 1.4 | 1
COc1ccc(-c2cc(C3CCN(Cc4ccc([N+](=O)[O-])cc4)CC3)[nH]n2)cc1 | -7 | 0.4 | -4

Sorted by molar mass (ascending): 6 of the compounds above
SMILES	hcDAF12 agonist	ADAM17 inh	PLCg1 inh	DAX1 inh-1	GAA850 FXN act	ssDAF12 agonist	PLC-beta3 inh	hgDAF-12 ag	DAX1 inh-2	ADAM10 inh	HGIII-sPLA2 inh
Cc1ccc(C2(O)CN(c3ccccc3C)C3=[N+]2CCS3)cc1 (stereo unspecified)	-2.8	1	-3	-0.1	1.2	-1.0	-1	-0.7	-0.7	-1	4
CC(=O)c1cccc(NC(=O)CCNC(=O)c2ccccc2Cl)c1	0.3	0	0	-0.1	0.8	-1.4	0	0.6	2.5	-2	-2
CCN1C(=O)/C(=C\C(=O)c2cccs2)c2cc(Br)ccc21	1.4	-1	2	0.2	1.2	-1.6	5	-4.6	-0.1	4	6
COc1cc(S(=O)(=O)N2CCCCC2)ccc1NC(=O)c1ccccc1Cl	-1.5	-1	4	-0.1	2.8	-1.4	2	-1.7	0.6	0	-7
CCOc1ccc(NC(=O)CSc2nc3ccccc3nc2N2CCOCC2)cc1	0.1	0	3	0.8	-0.2	-1.3	-4	-0.6	-1.3	-17	16
CCOc1cc(N2CCOCC2)c(OCC)cc1NC(=O)Cc1cccc2ccccc12	0.7	-2	1	-0.2	1.0	-1.0	0	-1.1	0.2	-2	6

Other results
SMILES	hcDAF12 agonist	ADAM17 inh	PLCg1 inh	DAX1 inh-1	GAA850 FXN act	ssDAF12 agonist	PLC-beta3 inh	hgDAF-12 ag	DAX1 inh-2	ADAM10 inh	HGIII-sPLA2 inh
O=[N+]([O-])c1ccc(Sc2ccc(Cl)c(Cl)c2)nc1	0.0	-2	1	-0.6	2.2	-0.8	0	-1.8	0.9	-3	6
O=C(OCN1C(=O)c2ccccc2C1=O)c1ccc(Cl)nc1	-1.4	-5	1	-0.3	-0.9	-0.7	-7	-0.3	1.1	1	5
O=C(CCc1nnc(CCCCc2ccccc2)o1)N1CCC(N2CCCC2)CC1	0.8	-3	-1	0.0	1.5	-0.5	-2	-1.2	0.6	0	-13
COC(=O)/C=C1\SC(=Nc2ccc(OC)cc2)NC1=O	-0.4	-1	-1	-0.9	2.1	-0.8	-7	-2.6	0.3	-9	-3
CCCn1c(SCC(=O)N(C)C2CCCCC2)n[nH]c1=O	-0.6	0	1	-0.3	1.4	-1.2	3	-0.9	1.0	0	-2
CCOC(=O)CN[C@H]1CCC2C3CC=C4C[C@@H](O)CC[C@]4(C)C3CC[C@@]21C (stereo partly specified)	-2.1	-1	1	-1.4	-0.2	-1.4	0	2.7	-1.1	-5	8
CSc1nc2cc(Oc3cccc(Cl)c3Cl)c(Cl)cc2[nH]1	-0.8	7	9	-0.2	0.8	-0.5	-3	-1.1	-0.2	20*	1
COc1ccc(S(=O)(=O)NCCc2nnc3ccc(SCc4cccnc4)nn23)cc1	-1.0	-1	1	-0.8	0.5	-1.4	1	-0.6	2.4	-3	-3
CCn1nc(C)c(CNC(=O)c2cc(COc3ccc(C)nc3)on2)c1C	-2.8	-7	2	-3.8	-1.8	-1.4	-10	-1.3	-1.0	1	6
O=C(O)c1cccc(NCc2cccnc2)c1	-2.2	-4	0	0.0	0.7	-1.2	-1	-0.3	-0.9	-5	2
Cc1nn(C)cc1C=NCCOCc1ccccc1	-0.2	-1	1	0.1	-1.1	-0.6	-1	-0.3	0.1	-2	-1
CCN1CCN(c2nc3c(c(=O)[nH]c(=O)n3C)n2CCCSc2ncccn2)CC1	-1.8	-5	-1	0.9	-0.1	-1.6	1	0.2	0.1	-15	8
O=C(CCCO)c1ccc2c(c1)OCCO2	-2.0	0	-1	0.5	3.1	-0.8	-1	3.9	1.2	-6	6
COCOCCn1cc(CN2CCS(=O)(=O)N(Cc3ccc(-c4ccc(F)cc4)cc3)C(CC(C)C)C2=O)nn1 (stereo unspecified)	-3.0	6	-1	0.6	0.7	-1.7	-1	-3.4	-1.5	15	-28
COc1ccc(-c2nc3c4ccccc4ccn3c2Cc2ccc(C)cc2)cc1OC	6.3*	-30	-21	-1.8	nt	0.5	-35	2.7	nt	-94	-4
NC(Cc1ccc(C(F)(F)F)cc1)c1csc(NC(=O)Nc2ccccc2Cc2ccccc2)n1 (stereo unspecified)	0.9	-1	3	-1.2	15*	0.7	6	5.1	nt	-18	16
COc1ccc(CCNC(=O)c2csc3c2CCCC3)cc1OC	-3.1	3	0	-0.5	-0.9	-2.0	-3	-0.8	0.0	9	-2
CCCCCCCN1CCC(=O)N([C@H](CO)Cc2ccccc2)CC1	-0.6	1	-1	-0.1	-2.3	-1.3	4	-0.2	0.5	12	-5
CCOc1ccc(NS(=O)(=O)c2cc3c4c(c2)C(C)C(=O)N4CCC3)cc1 (stereo unspecified)	-2.4	1	0	-0.1	1.9	-1.9	-4	-1.1	0.0	-1	-40
Cc1ccc(OCCC(=O)OCC(=O)N2c3ccccc3NC(=O)C2(C)C)cc1	0.0	4	2	0.5	2.8	-0.8	-2	-1.8	0.5	2	-5

An unsorted share of the library (roughly 6.9% active in at least one column).
